Source: PubChem BioAssay
M4 antag – blocks acetylcholine activation of human M4 receptor. P08173. CHO-hM4 cells, ACh EC80, Fluo-8 calcium fluorescence. actives 0.73% (n = 360,000). inhibition, % at 3 µM. AID 624125;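 active means inhibition above its plate's cutoff, the mean inhibition of sample wells plus 3 SD, cut at about 27% in these data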;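 further: 0% = acetylcholine EC80 with DMSO and 100% = DMSO without agonist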
CHRM5 agonist – CHRM5 agonism in calcium assay; P08912; CHO-K1 hM5 cells, Fluo-8 calcium fluorescence; 0% DMSO wells, 100% maximal acetylcholine response; activation, % at 3 µM; actives 0.19% (n = 360,000);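 active means activation above the run's mean over test compounds plus 3 SD, cut at about 23% in these data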;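 further: signal is peak over basal fluorescence ratio across the kinetic read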
Target sequence (P08912 whole entry, looked up): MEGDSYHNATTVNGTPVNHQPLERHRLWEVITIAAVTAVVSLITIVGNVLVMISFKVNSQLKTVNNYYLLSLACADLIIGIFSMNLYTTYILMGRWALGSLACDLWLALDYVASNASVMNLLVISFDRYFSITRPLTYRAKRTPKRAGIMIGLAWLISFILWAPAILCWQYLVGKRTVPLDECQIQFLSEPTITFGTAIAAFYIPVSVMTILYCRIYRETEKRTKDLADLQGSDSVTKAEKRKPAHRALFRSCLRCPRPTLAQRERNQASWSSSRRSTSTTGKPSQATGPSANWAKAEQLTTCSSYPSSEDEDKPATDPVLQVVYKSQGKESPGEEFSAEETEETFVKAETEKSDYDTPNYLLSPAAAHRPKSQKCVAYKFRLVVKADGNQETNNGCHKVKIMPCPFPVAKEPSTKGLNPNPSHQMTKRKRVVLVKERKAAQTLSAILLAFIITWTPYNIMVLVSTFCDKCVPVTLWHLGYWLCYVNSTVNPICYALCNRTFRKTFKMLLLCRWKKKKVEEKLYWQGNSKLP
M5 antag – antagonists of human muscarinic M5 receptor (CHRM5). inhibition, % at 3 µM. CHO-hM5 cells, Fluo-8 calcium fluorescence, ACh EC80. AID 624040. actives 0.59% (n = 360,000);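 active means inhibition above a per-plate cutoff, the mean of that plate's test compounds plus 3 SD, cut at about 27% in these data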;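 further: 0% = acetylcholine EC80 with DMSO and 100% = DMSO without agonist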
CHRM1 PAM – potentiates human M1 receptor response to acetylcholine | P11229 | CHO-K1 hM1, Fluo-8 calcium fluorescence, ACh EC20; 0% = ACh EC20, 100% = maximal ACh | activation, % at 3 µM | actives 0.088% (n = 360,000) | AID 588819; in the data active means activation above about 19%, passing the limit was not always enough
CHRM1 agonist – agonists of human M1 muscarinic receptor; activation, % at 3 µM; AID 588814; actives 0.33% (n = 360,000); P11229; CHO-K1 hM1, Fluo-8 calcium fluorescence, agonist mode; 0% DMSO, 100% acetylcholine EC100;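 active means activation above the run's mean compound activation plus 3 SD, cut at about 16% in these data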;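 further: peak over basal fluorescence ratio within a 140 s kinetic read after compound addition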
M1 antag – antagonists of human M1 muscarinic receptor; CHO-K1 hM1, Fluo-8 calcium fluorescence, ACh EC80 antagonist; inhibition, % at 3 µM; actives 1.3% (n = 360,000);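 active means percent inhibition above its own plate's cutoff, namely the mean of that plate's compound wells plus 3 SD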;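 further: peak over basal fluorescence ratio during 140 s after agonist addition; 0% = ACh EC80 plus DMSO and 100% = DMSO alone without agonist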
CHRM5 PAM – positive allosteric modulators of human muscarinic M5 receptor; CHO-K1 hM5, Fluo-8 calcium, ACh EC20 PAM; 0% = ACh EC20, 100% = ACh EC100; AID 624038; P08912; actives 0.3% (n = 360,000); activation, % at 3 µM;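 active means activation above the run cutoff, the mean activation of all test compounds plus 3 SD, cut at about 18% in these data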
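System – CHO-K1 hM5 cells · Compound – 3 µM, single dose · Incubation – compound preincubation 140 s before EC20 acetylcholine addition · Technique – Fluo-8 calcium fluorescence · Measure – Max/basal fluorescence ratio as % of EC20–EC100 ACh window · Benchmarks – low control EC20 acetylcholine (0%), high control EC100 acetylcholine (100%) · Replication – singlicate, one well per test compound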
TAAR1 agonist – human TAAR1 agonism. CHO RD-HGA16 TAAR1, Fluo-8 calcium fluorescence; vehicle wells 0%, saturating PEA agonist 100%. Q96RJ0. AID 624467. actives 0.99% (n = 360,000). activation, % at 3 µM;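 active means activation above the mean activation of all test compounds in the run plus 3 SD, cut at about 38% in these data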
Target sequence (Q96RJ0 whole entry, looked up): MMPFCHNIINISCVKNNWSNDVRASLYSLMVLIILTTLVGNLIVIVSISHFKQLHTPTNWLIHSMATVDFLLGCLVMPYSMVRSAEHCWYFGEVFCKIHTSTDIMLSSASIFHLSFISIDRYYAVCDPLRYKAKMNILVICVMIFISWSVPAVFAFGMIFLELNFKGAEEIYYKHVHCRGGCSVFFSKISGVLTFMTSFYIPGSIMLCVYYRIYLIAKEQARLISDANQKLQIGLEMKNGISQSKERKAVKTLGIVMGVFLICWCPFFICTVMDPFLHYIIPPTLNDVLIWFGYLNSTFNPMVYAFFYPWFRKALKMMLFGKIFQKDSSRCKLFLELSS
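Benchmarks: low control DMSO, high control PEA (EC100); System: CHO RD-HGA16 cells carrying human TAAR1 plus Gα16; Detection: Fluo-8 fluorescence, 5 s baseline then 140 s kinetic read; Schedule: 17-24 h plating, Fluo-8 75 min 37 °C, 30 min RT; Read-out basis: % activation from peak over basal fluorescence ratio, DMSO-to-PEA scaled.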
M4 ag – agonists of human muscarinic M4 receptor (CHRM4) | P08173 | CHO-K1 hM4/Gqi5, Fluo-8 calcium fluorescence; vehicle 0%, full acetylcholine response 100% | activation, % at 3 µM | actives 0.14% (n = 360,000) | AID 624127;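 active means activation above the run mean over all test wells plus 3 SD, cut at about 32% in these data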;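 further: peak over basal fluorescence ratio per well then scaled between controls; 0% = DMSO wells and 100% = acetylcholine at EC100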
* marks the source's active call; other numbers are inactive results. Only part of the results is shown; rates above refer to the full screens.

Screening CC(NC(=O)c1ccc(CS(C)(=O)=O)cc1)c1ccc(-c2ccccc2)cc1 (stereo not drawn) returned M4 antag 7.1, CHRM5 agonist -1.7, M5 antag 0.1, CHRM1 PAM 0.5, CHRM1 agonist -5.0, M1 antag 1.2, CHRM5 PAM 3.0, TAAR1 agonist 5.4 and M4 ag 2.9.
For O=C/C(=C\Nc1ccccn1)c1nc2cc(Cl)ccc2o1 the results were M4 antag 6.5, CHRM5 agonist -2.8, M5 antag 1.3, CHRM1 PAM 8.8, CHRM1 agonist -0.1, M1 antag -4.8, CHRM5 PAM 9.2, TAAR1 agonist 5.0 and M4 ag 0.7.
Screening O=C(COC(=O)c1ccc(CO)cc1)Nc1ccc2ccccc2c1 returned M4 antag -2.8, CHRM5 agonist 2.9, M5 antag 9.1, CHRM1 PAM 0.1, CHRM1 agonist -1.8, M1 antag 2.2, CHRM5 PAM -13.0, TAAR1 agonist 8.9 and M4 ag 12.2.
`N#C/C(=C\c1ccco1)C(=O)Nc1cccc2ncccc12` gave M4 antag 3.8, CHRM5 agonist 1.0, M5 antag 1.6, CHRM1 PAM 5.6, CHRM1 agonist -8.5, M1 antag -2.4, CHRM5 PAM 2.3, TAAR1 agonist -0.9 and M4 ag 2.2.
`COC(=O)C1=C(C)N(CC2CCCO2)C(=O)/C1=C\c1ccc(O)cc1` (stereo not drawn) gave M4 antag -2.8, CHRM5 agonist 0.4, M5 antag -9.3, CHRM1 PAM 5.3, CHRM1 agonist -4.0, M1 antag -0.1, CHRM5 PAM 2.3, TAAR1 agonist 1.9 and M4 ag -0.9.
For O=C(COC(=O)c1sc2ccccc2c1Cl)NCC1CCCCC1 the results were M4 antag -0.8, CHRM5 agonist -3.3, M5 antag -4.0, CHRM1 PAM 3.0, CHRM1 agonist -3.7, M1 antag -3.2, CHRM5 PAM 1.5, TAAR1 agonist 2.3 and M4 ag 0.5.
O=C(O)CCCn1nc(-c2ccccc2)c2ccccc21 was read as M4 antag -5.0, CHRM5 agonist 2.5, M5 antag -0.6, CHRM1 PAM 11.0, CHRM1 agonist -2.0, M1 antag -13.6, CHRM5 PAM -1.0, TAAR1 agonist 0.1 and M4 ag 0.1.
For CCOC(=O)c1cnn(-c2ccccc2)c1NC(=O)c1cccs1 the results were M4 antag -2.2, CHRM5 agonist -0.2, M5 antag 12.5, CHRM1 PAM 6.3, CHRM1 agonist 0.7, M1 antag -1.1, CHRM5 PAM -8.5, TAAR1 agonist 4.2 and M4 ag 0.4.
`CCC(C)(C)C(=O)Nc1cc([N+](=O)[O-])ccc1Cl` gave M4 antag -4.4, CHRM5 agonist 0.3, M5 antag 1.6, CHRM1 PAM 7.6, CHRM1 agonist -4.2, M1 antag -6.4, CHRM5 PAM -5.7, TAAR1 agonist 2.1 and M4 ag 0.6.
Screening CCn1nc(CC(C)C)cc1C(=O)N1CCCC(Nc2ccc(F)cc2)C1 (stereo not drawn) returned M4 antag -1.2, CHRM5 agonist 0.4, M5 antag 2.4, CHRM1 PAM -1.8, CHRM1 agonist -3.5, M1 antag -3.4, CHRM5 PAM -5.6, TAAR1 agonist -1.1 and M4 ag 3.5.
For CCc1ccc(N2CC(C(=O)N3CCCCCC3)CC2=O)cc1 (stereo not drawn) the results were M4 antag -2.1, CHRM5 agonist -2.0, M5 antag 3.6, CHRM1 PAM 1.7, CHRM1 agonist -10.7, M1 antag 3.9, CHRM5 PAM -2.1, TAAR1 agonist 13.8 and M4 ag 0.1.
Screening COc1ccc(-c2nnc(SCc3nc4ccccc4c(=O)[nH]3)o2)cc1 returned M4 antag 2.6, CHRM5 agonist 3.5, M5 antag 11.6, CHRM1 PAM 0.4, CHRM1 agonist -2.2, M1 antag 0.8, CHRM5 PAM -6.2, TAAR1 agonist 4.2 and M4 ag 1.1.
For COCCn1c(C)cc(/C=C(\C#N)C(=O)OCC(=O)Nc2ccc(S(N)(=O)=O)cc2)c1C the results were M4 antag 4.8, CHRM5 agonist 0.4, M5 antag 4.6, CHRM1 PAM 5.0, CHRM1 agonist -5.1, M1 antag -8.9, CHRM5 PAM 4.2, TAAR1 agonist -0.5 and M4 ag -1.0.
COC(=O)C1=CN(c2ccc(Cl)cc2)C=C(C(=O)OC)C1c1ccc([N+](=O)[O-])cc1 was read as M4 antag -4.7, CHRM5 agonist -3.5, M5 antag 4.5, CHRM1 PAM -1.3, CHRM1 agonist -2.6, M1 antag -1.6, CHRM5 PAM 4.2, TAAR1 agonist -0.3 and M4 ag 0.3.
Cc1occc1-c1nnc(SCC(=O)Nc2c(F)cccc2F)n1C was read as M4 antag -12.1, CHRM5 agonist -5.9, M5 antag -5.9, CHRM1 PAM 5.7, CHRM1 agonist -2.0, M1 antag -10.7, CHRM5 PAM 8.5, TAAR1 agonist 0.9 and M4 ag 1.6.
`C[C@@H](Nc1nc(-c2ccccc2)nc2c1oc1ccccc12)C(=O)O` gave M4 antag -4.2, CHRM5 agonist 6.2, M5 antag -8.1, CHRM1 PAM 6.5, CHRM1 agonist -4.5, M1 antag -7.7, CHRM5 PAM 3.1, TAAR1 agonist 10.3 and M4 ag 0.8.
COC(=O)C1=C(C)NC(=O)/C1=C\c1cc(C)n(-c2cccc(C)c2)c1C was read as M4 antag 16.2, CHRM5 agonist -0.6, M5 antag -6.8, CHRM1 PAM 15.2, CHRM1 agonist -2.9, M1 antag -18.8, CHRM5 PAM 4.7, TAAR1 agonist 3.5 and M4 ag 0.5.
CCCCN1CC(O)=C(c2nc(-c3ccc(Cl)cc3)cs2)C1=N was read as M4 antag 12.6, CHRM5 agonist -0.2, M5 antag 2.4, CHRM1 PAM 8.6, CHRM1 agonist -1.4, M1 antag -6.3, CHRM5 PAM 0.3, TAAR1 agonist 2.0 and M4 ag 0.4.
Cc1ccc(CNC(=O)CN(C)S(=O)(=O)c2cccc3cccnc23)cc1 was read as M4 antag 2.0, CHRM5 agonist 1.8, M5 antag 2.0, CHRM1 PAM 6.0, CHRM1 agonist -3.4, M1 antag -11.5, CHRM5 PAM -2.5, TAAR1 agonist 1.5 and M4 ag 1.4.
`CC1(C(=O)NS(=O)(=O)c2ccc3c(c2)CCO3)CCN1C(=O)c1ccccc1CCc1ccccc1` (stereo not drawn) gave M4 antag -0.2, CHRM5 agonist -0.4, M5 antag 4.5, CHRM1 PAM 11.0, CHRM1 agonist -3.7, M1 antag -18.0, CHRM5 PAM 0.1, TAAR1 agonist 1.9 and M4 ag 0.2.
For Cc1cc(CNC(=O)c2cccc(OC3CCN(S(=O)(=O)N(C)C)CC3)c2)on1 the results were M4 antag -6.9, CHRM5 agonist 6.8, M5 antag -1.0, CHRM1 PAM 3.8, CHRM1 agonist 3.5, M1 antag -19.2, CHRM5 PAM -5.0, TAAR1 agonist 6.0 and M4 ag 14.1.
COc1ccc(-c2cc3ncc(-c4ccccc4)c(N)n3n2)cc1 was read as M4 antag -15.2, CHRM5 agonist -2.2, M5 antag 0.3, CHRM1 PAM -5.7, CHRM1 agonist 3.0, M1 antag 14.9, CHRM5 PAM -16.4, TAAR1 agonist 6.3 and M4 ag 6.2.
CC(C)(C)CC(C)(C)c1ccc(OCC(=O)N/N=C/c2ccc(S(=O)(=O)O)o2)cc1 was read as M4 antag -3.6, CHRM5 agonist 0.7, M5 antag -3.7, CHRM1 PAM 18.8, CHRM1 agonist -0.1, M1 antag -17.8, CHRM5 PAM 7.3, TAAR1 agonist 0.4 and M4 ag 1.1.
O=C(CSc1nc2ccccc2c(=O)n1-c1ccc(F)cc1)Nc1ccc2c(c1)CCC2 was read as M4 antag 0.4, CHRM5 agonist -1.5, M5 antag -7.1, CHRM1 PAM 9.4, CHRM1 agonist -7.9, M1 antag -4.1, CHRM5 PAM 8.1, TAAR1 agonist 7.0 and M4 ag 0.8.
`Cc1ccccc1S(=O)(=O)NC(=O)C1(C)CCN1C(=O)CC(c1ccccc1)c1ccccc1` (stereo not drawn) gave M4 antag -3.0, CHRM5 agonist -0.4, M5 antag -7.0, CHRM1 PAM 7.2, CHRM1 agonist -3.0, M1 antag -14.6, CHRM5 PAM 2.5, TAAR1 agonist -1.0 and M4 ag 0.3.
For CCN1C(=O)N[C@@H](c2cccc(C(F)(F)F)c2)C(C(C)=O)=C1C the results were M4 antag 7.0, CHRM5 agonist 0.6, M5 antag 7.3, CHRM1 PAM 8.0, CHRM1 agonist -5.7, M1 antag -7.2, CHRM5 PAM 7.5, TAAR1 agonist 10.2 and M4 ag 1.1.
Screening CC(C)Cn1c(-c2cccs2)nc2nc3ccccc3nc21 returned M4 antag -1.3, CHRM5 agonist -2.9, M5 antag 3.4, CHRM1 PAM 0.3, CHRM1 agonist -2.4, M1 antag 0.8, CHRM5 PAM -8.8, TAAR1 agonist 3.5 and M4 ag 1.7.
`O=C(O)COCC(=O)N1CCCN(c2ccc(C(F)(F)F)cn2)CC1` gave M4 antag 4.1, CHRM5 agonist -3.4, M5 antag 6.9, CHRM1 PAM 8.8, CHRM1 agonist -5.9, M1 antag -16.0, CHRM5 PAM 2.9, TAAR1 agonist 5.8 and M4 ag 1.0.
`COc1ccc([C@H]2CC(=O)C=C(c3cccc(Br)c3)C2)cc1OC` gave M4 antag 6.2, CHRM5 agonist -2.3, M5 antag 4.0, CHRM1 PAM 1.2, CHRM1 agonist -3.5, M1 antag 6.5, CHRM5 PAM -17.0, TAAR1 agonist 2.6 and M4 ag 6.3.
`Cc1c(N)c(C(C)(C)C)cc(C(C)(C)C)c1[N+](=O)[O-]` gave M4 antag -14.8, CHRM5 agonist -0.8, M5 antag -4.5, CHRM1 PAM 2.4, CHRM1 agonist 1.2, M1 antag -13.9, CHRM5 PAM 3.7, TAAR1 agonist 15.5 and M4 ag -2.3.
Cc1cccc(-n2c(C)n[nH]c2=S)c1 was read as M4 antag 2.2, CHRM5 agonist 3.8, M5 antag 6.7, CHRM1 PAM 2.8, CHRM1 agonist -2.3, M1 antag -17.7, CHRM5 PAM -5.6, TAAR1 agonist 11.9 and M4 ag 1.2.
Screening CC(C)CCNC(=O)c1cccc(C(=O)NCCC(C)C)c1 returned M4 antag 3.7, CHRM5 agonist -3.9, M5 antag -0.3, CHRM1 PAM 6.3, CHRM1 agonist -3.9, M1 antag -11.5, CHRM5 PAM -0.1, TAAR1 agonist 3.1 and M4 ag 1.3.
O=C(CC1CC2CCC1C2)NCCc1ccc(Cl)cc1 (stereo not drawn) was read as M4 antag 4.7, CHRM5 agonist -0.7, M5 antag 7.5, CHRM1 PAM 5.0, CHRM1 agonist 0.0, M1 antag -9.7, CHRM5 PAM -3.2, TAAR1 agonist 2.7 and M4 ag 1.8.
CCc1noc(C)c1C(=O)N1CCCSC1=Nc1ccccc1OC was read as M4 antag 11.2, CHRM5 agonist -1.3, M5 antag -2.8, CHRM1 PAM -0.6, CHRM1 agonist -3.8, M1 antag 3.2, CHRM5 PAM 5.1, TAAR1 agonist 2.6 and M4 ag -1.2.
